Screening results as filed in PubChem.
Bim-Bcl-XL – disrupts Bim peptide binding to human Bcl-XL; inhibition, % at 10 µM; AID 1007; Q07817; bead flow cytometry, fluorescence; 190,000 tested, 0.04% active
RGS8-Gao – human RGS8-Galphao interaction regulation. P09471. multiplexed bead flow cytometry, RGS8-Galphao binding; actives lie on both sides. response (percent of control binding), % at 10 µM. 220,000 tested, 0.34% active. AID 1423; in the data active means response below about 60% or above about 140%; inactive means in between;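 further: Galphao activated as the GDP aluminium fluoride complex binding bead-coupled RGS8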
Target sequence (P09471 whole entry, looked up): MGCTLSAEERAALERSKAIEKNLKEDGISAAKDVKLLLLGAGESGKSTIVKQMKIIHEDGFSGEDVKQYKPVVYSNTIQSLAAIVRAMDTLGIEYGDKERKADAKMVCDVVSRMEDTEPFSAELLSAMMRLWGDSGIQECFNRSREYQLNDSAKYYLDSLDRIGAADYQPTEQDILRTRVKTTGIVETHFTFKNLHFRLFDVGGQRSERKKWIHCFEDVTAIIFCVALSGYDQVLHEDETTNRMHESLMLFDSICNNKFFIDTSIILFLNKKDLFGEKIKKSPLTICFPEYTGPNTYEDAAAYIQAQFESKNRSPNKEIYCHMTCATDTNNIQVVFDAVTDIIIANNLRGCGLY
Bim-Bcl-B – human Bim-Bcl-B interaction inhibition; bead-based flow cytometry, Bim peptide-Bcl-B binding; Q9HD36; 190,000 tested, 0.073% active; inhibition, % at 10 µM;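 further: 0% = tracer peptide without compound and 100% = reference inhibitor peptide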
Target sequence (Q9HD36 whole entry, looked up): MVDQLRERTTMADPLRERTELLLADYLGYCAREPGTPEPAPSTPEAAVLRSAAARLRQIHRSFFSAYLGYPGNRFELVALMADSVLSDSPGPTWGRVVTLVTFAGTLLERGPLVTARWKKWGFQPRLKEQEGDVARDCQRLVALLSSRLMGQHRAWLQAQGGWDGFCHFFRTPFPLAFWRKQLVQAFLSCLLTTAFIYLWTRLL
RGS4-Gao reg – human RGS4-Galphao interaction regulation | P09471 | Multiplexed bead flow cytometry, RGS4-Galphao binding; actives lie on both sides | binding response (% of control), % at 10 µM | 220,000 tested, 0.33% active | AID 1415; in the data active means binding response below about 49% or above about 150%; inactive means in between;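 further: fluorescent Galphao activated with aluminum fluoride binding bead-coupled RGS4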
Bcl-2 Bim block – disrupts Bim peptide binding to human Bcl-2; P10415; Bead-based flow cytometry, Bim peptide-Bcl-2 binding; inhibition, % at 10 µM; 190,000 tested, 0.06% active; in the data active means inhibition above about 40%; inconclusive means no clear call, values can overlap the other calls;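 further: 0% = no compound wells with probe peptide and 100% = reference peptide inhibitor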
Target sequence (P10415 whole entry, looked up): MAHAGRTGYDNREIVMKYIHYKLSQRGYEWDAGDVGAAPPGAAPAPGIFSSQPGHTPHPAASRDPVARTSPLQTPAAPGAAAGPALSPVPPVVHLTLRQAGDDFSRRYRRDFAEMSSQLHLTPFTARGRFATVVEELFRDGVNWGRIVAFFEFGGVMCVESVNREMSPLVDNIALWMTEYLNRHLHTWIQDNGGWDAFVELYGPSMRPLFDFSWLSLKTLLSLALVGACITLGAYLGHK
Mcl1-Bid inh – Mcl-1/Bid interaction inhibition. Q07820. TR-FRET Mcl-1/Bid-Dy647 peptide binding, 1536-well. inhibition, % at 21.7 µM. 220,000 tested, 0.97% active. AID 1021;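 active means compounds that cut the binding signal by more than half at the single screening dose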;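 further: His-tagged Mcl-1 with europium anti-His antibody binding Bid BH3 peptide; 0% = Mcl-1 plus peptide wells and 100% = peptide-only wells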
Mcl1-Noxa inh – disrupts binding of human Mcl-1 to Noxa peptide; Q07820; TR-FRET Mcl-1/Noxa peptide binding, 2 h; inhibition, % at 21.7 µM; 220,000 tested, 1.5% active; AID 1022;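 active means compounds that cut the protein-peptide binding signal by more than 50% relative to plate controls in a single-dose test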;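 further: His-tagged Mcl-1 with rhodamine Noxa BH3 peptide and terbium anti-His antibody; 0% = Mcl-1 plus Noxa peptide wells and 100% = peptide-only wells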
RGS7-Gao – human RGS7-Galphao interaction regulation; P09471; Multiplexed bead flow cytometry, RGS7-Galphao binding; actives lie on both sides; binding response (% of control), % at 10 µM; 220,000 tested, 0.35% active; in the data active means binding response below about 49% or above about 150%; inconclusive means no clear call, values can overlap the other calls; inactive means in between;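 further: fluorescent Galphao held in activated GDP-AlF4 state binding bead-coupled RGS7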
Bfl-1 Bim block – inhibitors of Bim-Bfl-1 interaction, human. Q16548. 190,000 tested, 0.12% active. AID 1008. Bead-based flow cytometry, Bim-Bfl-1 binding inhibition. inhibition, % at 10 µM;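 further: 0% = wells without compound plus tracer and 100% = blocker peptide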
Bim-Mcl-1 – disrupts Bim peptide binding to human Mcl-1 | Q07820 | Bead-based flow cytometry, Bim peptide-Mcl-1 binding | inhibition, % at 10 µM | 190,000 tested, 0.1% active | AID 1009;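 further: 0% = no compound tracer wells and 100% = peptide blocker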
Bim-Bcl-W – disrupts Bim peptide binding to human Bcl-W. inhibition, % at 10 µM. 190,000 tested, 0.02% active. bead-based flow cytometry. Q92843. AID 952;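 further: 0% = bound tracer without compound and 100% = peptide blocker; higher means less fluorescent Bim peptide bound to Bcl-W beads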
Target sequence (Q92843 whole entry, looked up): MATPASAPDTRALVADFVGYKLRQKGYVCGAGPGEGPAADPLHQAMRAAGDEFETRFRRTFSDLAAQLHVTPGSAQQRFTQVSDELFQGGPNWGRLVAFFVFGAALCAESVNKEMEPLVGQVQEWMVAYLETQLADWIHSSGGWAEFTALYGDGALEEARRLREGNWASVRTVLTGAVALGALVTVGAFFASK
An asterisk follows results filed as active; ? = inconclusive; · = no result given. Unless noted, no stated cut-off is given here; in the data, active means inhibition above about 40%.

item	compound	RGS7-Gao	Bfl-1 Bim block	Bim-Bcl-W	Mcl1-Noxa inh	Bim-Mcl-1	Bcl-2 Bim block	RGS8-Gao	Bim-Bcl-B	Mcl1-Bid inh	RGS4-Gao reg	Bim-Bcl-XL
1	Oc1ccc(/C=N/N2CCN(C3c4ccccc4-c4ccccc43)CC2)c(O)c1	101.5	0.0	0.0	18.0	7.0	7.0	105.2	0.0	-39.2	104.2	0.0
2	CCOC(=O)c1c(-c2ccccc2)csc1NC(=O)C1CCCO1 (centres undefined)	117.6	-14.0	-5.0	5.9	-13.0	-15.0	91.9	-30.0	-11.1	98.2	-8.0
3	O=C(Nc1cccc(S(=O)(=O)Nc2ccccc2F)c1)c1ccc2ccccc2n1	96.3	19.0	-2.0	-13.7	-4.0	-3.0	87.8	-9.0	-20.9	95.8	-7.0
4	CCn1c(-c2ccc3[nH]c(C)c(C)c3c2)n[nH]c1=S	99.5	-3.0	-3.0	-46.1	-3.0	-6.0	99.4	-16.0	1.6	101.3	-11.0
5	COc1ccccc1/C=C/C=N/NC(=O)CCn1nnc2ccccc21	98.7	-12.0	-5.0	5.9	-4.0	-7.0	100.2	-14.0	-5.4	99.4	-12.0
6	O=C(Nc1nnc(-c2ccncc2)s1)C1CCCO1 (centres undefined)	97.8	6.0	-1.0	10.2	-2.0	0.0	97.8	-4.0	1.9	98.0	-1.0
7	Cc1nn(C)cc1C(N)=O	103.1	-4.0	0.0	5.2	1.0	-1.0	100.4	0.0	-0.4	103.1	-1.0
8	O=C1NC(c2cccs2)Nc2ccccc21 (centres undefined)	99.0	2.0	-3.0	12.1	0.0	0.0	99.7	0.0	-63.7	101.1	0.0
9	CCC(=NCCN1CCNCC1)C1=C(O)CC(C)(C)CC1=O	104.0	-14.0	0.0	·	-2.0	-10.0	102.7	-9.0	-8.4	101.1	-8.0
10	COc1ccc2c(c1)c1nc3ccccc3nc1n2CCn1c(=O)oc2ccccc21	94.0	2.0	-3.0	21.0	-2.0	-1.0	90.5	-1.0	37.0	89.3	-4.0
11	CC(=O)Nc1ccc(N(C)S(C)(=O)=O)cc1	99.0	-14.0	-1.0	-25.4	-2.0	-9.0	99.4	-7.0	-15.2	102.6	-6.0
12	CC(C)C(OC(=O)c1cccs1)C(=O)NCc1ccco1 (centres undefined)	98.7	-18.0	0.0	2.1	-2.0	-10.0	98.0	-8.0	-7.2	101.0	-10.0
13	COc1cccc(OC)c1C(=O)NC(=S)NNC(=O)[C@H]1C[C@@H]1c1ccccc1	?	·	·	-81.9	·	·	101.5	·	-138.7	111.2	·
14	CCOc1ccccc1NC(=O)C1CCCN(C(=O)NCc2ccccc2)C1 (centres undefined)	100.8	-11.0	0.0	1.6	-1.0	-8.0	102.1	-10.0	-0.9	101.8	-13.0
15	O=C(Nc1ccccc1O)c1cc(S(=O)(=O)N2CCOCC2)ccc1Cl	98.1	-9.0	0.0	21.3	-3.0	-6.0	97.9	-3.0	-30.0	98.3	4.0
16	CCNC(=O)C(=O)NCC1OCCCN1S(=O)(=O)c1cccs1 (centres undefined)	100.2	-8.0	-4.0	-1.5	0.0	-2.0	101.4	-7.0	-11.7	100.5	-4.0
17	COc1ccc(C(=O)Nc2c(-c3cccs3)c(=O)c3ccccc3n2C)cc1	?	·	·	12.7	·	·	99.8	·	-7.8	100.1	·
18	O=C(NCCc1ccc(F)cc1)Nc1ccc2c(c1)OCO2	53.6	1.0	-2.0	42.5	-5.0	1.0	68.0	-2.0	-35.9	64.6	-3.0
19	COc1ccc(NS(=O)(=O)c2ccc(OCC(=O)N3CCOCC3)cc2)cc1	15.7*	-18.0	0.0	-1.9	-4.0	-13.0	13.0*	-6.0	-16.9	20.8*	-11.0
20	Cc1ccc(C2=NN(C(=O)CCC(=O)O)C(c3cccs3)C2)cc1 (centres undefined)	?	·	·	-9.4	·	·	107.1	·	4.5	109.7	·
21	COc1ccc(Cc2nnc(-c3ccc(F)cc3)o2)cc1OC	99.2	-12.0	0.0	8.5	-1.0	-8.0	102.1	-8.0	-8.0	101.6	-1.0
22	COc1ccccc1OCC(=O)N/N=C1/SCC(=O)N1Cc1ccccc1	99.2	3.0	2.0	-15.6	1.0	2.0	98.6	0.0	-27.0	89.5	2.0
23	Cc1cccc2cc(CN(Cc3ccco3)C(=O)c3ccncc3)c(=O)[nH]c12	88.4	-8.0	-2.0	21.2	2.0	-5.0	95.3	-4.0	-19.0	92.3	-1.0
24	CCOC(=O)C1=C(C)NC(C)=C(C(=O)OCC)C1c1ccc(C)o1	?	·	·	-10.8	·	·	94.6	·	-69.1	91.1	·
25	Cc1nc(SCC(=O)c2ccccc2)c(C#N)c(-c2ccco2)c1C(=O)NCc1ccco1	99.8	3.0	0.0	-7.9	0.0	0.0	95.8	-6.0	-28.8	96.4	0.0
26	C=CCOc1ccc(CNc2nccs2)cc1	104.1	5.0	2.0	-5.6	0.0	7.0	107.6	5.0	-29.9	106.4	7.0
27	c1ccc2c(c1)CCc1c-2nc2ccccc2c1N1CCOCC1	?	·	·	-1.5	·	·	99.2	·	-11.3	93.7	·
28	CCCCC1=CC2=CC(=O)C(C)(OC(=O)CC)C(=O)C2=CN1CCOC (centres undefined)	?	·	·	-31.1	·	·	104.2	·	-65.8	106.2	·
29	Nn1c(-c2ccccn2)nnc1-c1ccccn1	88.7	-13.0	-3.0	10.4	-2.0	-7.0	94.4	-4.0	-2.5	96.1	0.0
30	CC(Sc1nncn1C)C(=O)Nc1nnc(-c2ccccc2)s1 (centres undefined)	104.9	-13.0	0.0	9.0	-2.0	-7.0	101.7	-8.0	13.2	101.9	-7.0

The closing 2 entries of the section above lead into the next:
item	compound	RGS7-Gao	Bfl-1 Bim block	Bim-Bcl-W	Mcl1-Noxa inh	Bim-Mcl-1	Bcl-2 Bim block	RGS8-Gao	Bim-Bcl-B	Mcl1-Bid inh	RGS4-Gao reg	Bim-Bcl-XL
29	Nn1c(-c2ccccn2)nnc1-c1ccccn1	88.7	-13.0	-3.0	10.4	-2.0	-7.0	94.4	-4.0	-2.5	96.1	0.0
30	CC(Sc1nncn1C)C(=O)Nc1nnc(-c2ccccc2)s1 (centres undefined)	104.9	-13.0	0.0	9.0	-2.0	-7.0	101.7	-8.0	13.2	101.9	-7.0
31	CC(C)NC(=O)c1ccccc1NC(=O)/C=C/c1ccc([N+](=O)[O-])cc1	108.8	-1.0	-1.0	-7.6	-1.0	1.0	102.1	0.0	-27.2	101.2	-1.0
32	COc1ccc(NC(=O)CC2C(=O)N(c3ccc(F)cc3)C(=S)N2NC(=O)c2ccccc2)cc1 (centres undefined)	100.3	-15.0	-6.0	-4.9	-4.0	-7.0	103.2	-17.0	-12.4	100.8	-12.0
33	COC(=O)c1cc2oc3ccccc3c2n1CC(=O)N1CCCc2ccccc21	95.3	-2.0	-1.0	6.9	-6.0	1.0	100.1	-6.0	-23.4	96.5	0.0
34	CCOC(=O)C(C)n1nc(-c2ccccc2)c2ccccc2c1=O (centres undefined)	?	8.0	5.0	-5.2	-2.0	-1.0	101.5	-2.0	-29.7	99.3	3.0
35	O=C(CN1/C(=C(/O)c2ccccc2)C(=O)c2ccccc2S1(=O)=O)c1ccccc1	95.8	-2.0	0.0	1.6	1.0	4.0	100.4	0.0	-74.7	90.4	0.0
36	COc1cc2c3c(c1)C1(C(=O)N3C(C)(C)C=C2C)C(C#N)=C(N)Oc2cc(O)ccc21 (centres undefined)	101.9	-7.0	-3.0	2.4	-4.0	-1.0	100.5	-2.0	13.0	100.4	-9.0
37	O=C(/C=C/c1ccco1)Nc1ccc(N2CCCC2)cc1	90.1	1.0	-4.0	64.2*	-2.0	-1.0	73.4	-9.0	-61.3	85.7	-4.0
38	Cc1cc(C)c2cc(CN(Cc3nnnn3Cc3ccc(F)cc3)C3CCCC3)c(=O)[nH]c2c1	103.0	0.0	-1.0	-16.0	0.0	-1.0	98.6	0.0	-16.7	102.0	-1.0
39	Cc1ccc(C(=O)CC(=O)COc2ccc(Cl)cc2)cc1	76.2	0.0	-9.0	10.7	-10.0	-1.0	80.9	-4.0	-0.8	71.6	-14.0
40	O=C1CSC(=Nc2ccc(Cl)cc2)N1Cc1cccnc1	?	·	·	1.8	·	·	55.3*	·	0.8	5.3*	·
41	CSC(=O)CC(=O)NC(=O)c1ccccc1	98.8	-3.0	5.0	-3.2	2.0	-1.0	102.8	-4.0	-54.8	102.5	2.0
42	O=C(O)CC12CC3CC(C1)CC(n1cncn1)(C3)C2	109.5	-3.0	0.0	3.8	0.0	-2.0	100.6	0.0	-22.4	104.4	-3.0
43	COc1cccc(Oc2ccc(OC)cc2C(=O)O)c1	?	·	·	5.5	·	·	99.3	·	-14.8	99.2	·
44	O=C(CCCOc1ccc(Cl)cc1)Nc1nncs1	107.3	-12.0	-3.0	·	-6.0	-9.0	100.1	-7.0	-5.3	100.4	-2.0
45	O=C(Nc1cccnc1)/C(N=Nc1ccc(Cl)c(C(F)(F)F)c1)=C(\O)c1ccccc1	105.8	-2.0	-4.0	26.6	-4.0	1.0	105.5	-2.0	37.6	105.3	0.0
46	CC1CCCCN1S(=O)(=O)c1ccc2c(c1)CCN2C(=O)CCC(=O)O (centres undefined)	108.1	-3.0	0.0	12.1	-4.0	-9.0	111.6	-6.0	30.8	104.7	-2.0
47	Cc1c(NP(=O)(Oc2ccccc2F)Oc2ccccc2F)c(=O)n(-c2ccccc2)n1C	99.7	-3.0	-4.0	-2.5	-4.0	-2.0	100.9	-3.0	-4.0	101.4	-8.0
48	O=C(NCC1CCN(S(=O)(=O)c2ccccc2)CC1)Nc1ccccc1	?	·	·	-7.2	·	·	100.4	·	13.1	98.8	·
49	O=C1CC(N2CCOCC2)=NN1c1ccc([N+](=O)[O-])cc1	?	·	·	-1.7	·	·	99.1	·	-38.6	98.9	·
50	CCOC(=O)C1=C(O)/C(=C\c2cc(C)n(-c3ccc(F)cc3)c2C)N=C1C	94.8	6.0	0.0	13.9	1.0	3.0	99.7	5.0	-21.2	100.7	1.0
51	O=C(CC(Nc1ccc(Cl)cc1Cl)C(=O)O)c1ccccc1 (centres undefined)	?	·	·	9.6	·	·	100.6	·	-9.9	104.1	·
52	CCc1ccccc1NC1c2ccccc2C(=O)N1c1cc(C)ccn1 (centres undefined)	108.6	-8.0	-6.0	-4.2	-4.0	-9.0	106.9	-12.0	10.7	104.3	-7.0
53	Cc1noc(C)c1COc1ccc(C(=O)NCC2CCCO2)cc1 (centres undefined)	106.2	-1.0	1.0	-9.8	0.0	1.0	103.7	0.0	-5.8	105.1	2.0
54	CC(C)OP(=O)(OC(C)C)C(NC(=O)c1cccc([N+](=O)[O-])c1)C(N)=O (centres undefined)	96.1	3.0	-3.0	5.2	1.0	8.0	105.1	0.0	-33.5	94.0	-5.0
55	O=C(NCc1cccnc1)C1CCC(CNS(=O)(=O)c2ccc(Cl)cc2)CC1 (centres undefined)	99.9	-3.0	-3.0	4.5	-3.0	-4.0	96.8	-2.0	-11.4	95.3	-2.0
56	CCc1nc(SCc2ccc(F)cc2)[nH]c(=O)c1C#N	90.4	0.0	-1.0	-1.8	-1.0	-19.0	97.8	0.0	20.0	89.5	-2.0
57	CC1=C(O)C(=O)OC1c1c(Cl)cccc1Cl (centres undefined)	?	·	·	-0.1	·	·	95.0	·	-4.2	85.7	·
